miR-122 sensor: inhibitors of miR-122 in Huh7 cells | activation (reporter increase), % at 12.5 µM | Huh7 miR-122 Renilla luciferase sensor, 48 h; neutral wells = 0, positive control = 100 | 340,000 tested, 0.3% active | AID 602342;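 active = mean replicate activation score at least 90 and every replicate individually at or above 90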;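 also: higher luciferase means less miR-122 activity so hits act as miR-122 inhibitors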
INS-1E GSIS act: primary screen for activators of insulin secretion dependent on glucose, INS-1E cells, GLuc reporter luminescence | INS-1E GLuc reporter insulin secretion, 2-3 h | activation, % at 16.6 µM | 370,000 tested, 0.61% active;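 active = lowest replicate activation of at least 40%, so every replicate reaches that level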;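 also: 0% = median of neutral control wells and 100% = median of IBMX positive control wells; some compounds called inactive have numbers as strong as hits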
F508del corr: CFTR F508del correction in bronchial cells; CFBE cells, YFP halide quenching; stimulated with forskolin plus potentiator P3; % fluorescence drop versus neutral controls; activity (quench increase), % at 7.58 µM; 350,000 tested, 0.36% active; AID 720511;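 active = mean added fluorescence quench of at least 8% versus neutral control, with both replicates also reaching 8%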;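 also: cells transiently co-express mutant CFTR-F508del with the halide-sensitive YFP; corrector assay measuring rescue of mutant channel to the surface after 24 h compound exposure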
PGC1a acetyl inh: lowers PGC1a acetylation signal in U2OS cells | AlphaScreen anti-acetyl-lysine; with virally co-expressed GCN5 acetyltransferase | inhibition, % at 15.6 µM | 350,000 tested, 0.17% active | AID 651687;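 active = every replicate shows inhibition of at least 40%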;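 also: 0% = neutral control wells and 100% = positive control wells; some results beyond the cut were filed as inactive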
Cneo AK release: causes C. neoformans cell lysis; adenylate kinase release luminescence, 4 h; normalised: neutral wells 0, clomiphene wells 100; lysis activity, % at 15 µM; 360,000 tested, 0.2% active;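 active = mean lysis activity across replicates of at least 80%, whatever share of replicates individually reach that level; inactive = mean lysis activity below 80%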
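Assay system: log-phase C. neoformans yeast / Quantity: yeast cell density of 5 × 10^6 cells/mL / Medium: fresh YPD growth medium / Compound: single dose / Timing: static 4 h at 37 °C with compound, 1 h detection / Measured by: adenylate kinase release luminescence / Read-out: lysis from increased AK signal / Benchmarks: Clomiphene as positive lysis control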
FN deposition inh: fibronectin deposition inhibition. inhibition, % at 12.6 µM. AH1F fibroblasts, Alexa488-fibronectin deposition fluorescence, overnight. 350,000 tested, 0.086% active;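 active = mean inhibition across replicates of 30% or more, regardless of how many single replicates reach that level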;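 also: positive control wells lacked labelled fibronectin entirely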
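test system = AH1F fibroblasts assembling fluorescent fibronectin matrix | quantity = 10000 AH1F cells per well | buffer or medium = DMEM plus 2% serum, read in PBS | doses = single dose, pinned | incubation = 1 h cell attachment, overnight exposure to compound and label | detection = fluorescence at 485 nm excitation, 525 nm emission | read-out basis = inhibition from reduced deposited-fibronectin fluorescence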
PglD inh: blocks C. jejuni PglD acetyltransferase activity. inhibition, % at 12.5 µM. purified PglD enzyme, DTNB colorimetric CoA detection. 360,000 tested, 0.098% active; in the data active = inhibition above about 16%, passing the limit was not always enough; also: strong numbers were not always called active
Statin myotox sup: suppression of simvastatin myotoxicity; 330,000 tested, 0.78% active; C2C12 myotubes + simvastatin, ATP luminescence, 48 h; scaled: DMSO 0, geranylgeraniol control 100; rescue of ATP level, % at 7.49 µM;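 active = mean ATP rescue above about 67%, or every replicate alone reaching that limit, limit read from the data, passing the limit was not always enough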;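 also: myotubes were challenged with 10 µM simvastatin during compound exposure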
An asterisk follows results filed as active; . = no result given; & = joins results of further samples; [ ] = dose if it differs, or a comment.

SMILES	miR-122 sensor	INS-1E GSIS act	F508del corr	PGC1a acetyl inh	Cneo AK release	FN deposition inh	PglD inh	Statin myotox sup
C[C@H](CO)N1C[C@H](C)[C@@H](CN(C)S(=O)(=O)c2cccs2)Oc2ccc(NC(=O)CCC(F)(F)F)cc2C1=O	-5[16.7 µM]	17&-18	3.3&5.6	0	3&9	-4&1	-1&5	-15&-5
Cc1ccc(-c2cnc3c(c2)C(=O)N([C@H](C)CO)C[C@H](C)[C@H](CN(C)C(=O)Cc2ccncc2)O3)cc1	16[16.7 µM]	1	2.8	-6	7	.	-1	-7
COc1ccc(NC(=O)N(C)C[C@H]2OCCCC[C@H](C)Oc3ccc(NS(=O)(=O)c4cn(C)cn4)cc3C(=O)N([C@@H](C)CO)C[C@@H]2C)cc1	5[16.7 µM]	3	-4.4	-12	1	.	0	.
O=C(CCc1nc2ccccc2c(=O)[nH]1)Nc1ccc(N2CCCCC2)cc1	-4	2	-2.2	-100	.	5	.	.
Cc1cc(F)cc(-c2cc(C(=O)NCc3cccc(Cl)c3)[nH]n2)c1	-11	15	0.7	-3	0	9	-2	-20
O=C(CSc1nnnn1-c1cccc(F)c1)Nc1nc2ccccc2s1	-3	15	.	-13	2	.	-3	6
CCCCCn1c(C)c2c(OCC)cccc(=O)c2c1C	2	.	-5.1	4	-1	-10	5	3
COc1ccc(N2CCN(C(=O)C(=O)c3c[nH]c4ccccc34)CC2)cc1	.	4	0.4	.	6	-1	-3	-4
O=C(NC[C@H]1[C@H](c2ccccc2)[C@H](CO)N1Cc1ccccn1)C1CC1	14[16.7 µM]	-1	-0.1	17	12	.	18	20
CC(=O)N(Nc1ccccc1)c1ccccc1	-2	2	-0.1	0	2	-1	-2	-1
CN1C(=O)c2cc(NC(=O)Cc3cccs3)ccc2OC[C@H]2O[C@H](CC(=O)NCc3ccc(-c4ccccc4)cc3)CC[C@@H]21	-18[16.7 µM]	-6	-2.2	-2	-1	-6	4	-12
Cn1cnc(CCNC(=O)C[C@@H]2CC[C@@H]3[C@H](COC[C@H](O)CN3C(=O)Nc3ccc(C(F)(F)F)cc3)O2)c1	11[16.7 µM]	-14	2.6	0	1	-7	-5	-16
COc1cccc(-c2cc(C(=O)NCc3ccco3)no2)c1	2	.	.	2	-5	.	2	28
CCCNC(=O)N[C@@H]1C=C[C@H](CC(=O)NCCc2ccccc2)O[C@H]1CO	.	16	0.5	0	-15	-4	2	6
C[C@H](CO)N1C[C@H](C)[C@@H](CN(C)Cc2ccc(C(=O)O)cc2)Oc2c(NC(=O)c3ccncc3)cccc2C1=O	-2[16.7 µM]	35&-9	1.9&-1.1	9&14	-2&1	-2	2&-4	-5&6
CCOC(=O)C1(CC2CCCCO2)CCN(S(=O)(=O)c2ccc(OC)cc2)CC1 (stereo not drawn)	1	-7	1.9	.	.	-3	.	4
c1coc(CNc2nc3ccccc3s2)c1	12	14	-5.6	2	-3	-9	1	14
Cc1ccc(CSCC(=O)N/N=C/c2ccc(OCC(=O)Nc3ccc(C)cc3)cc2)cc1	-4	.	.	-17	2	.	1	-5
CC1(C)OC(=O)C(=CNC(CO)C(=O)O)C(=O)O1 (stereo not drawn)	2	7	-4.1	12	-4	-6	-6	3
C[C@@H]1CN([C@@H](C)CO)C(=O)c2cc(N(C)C)ccc2O[C@H]1CN(C)C(=O)Nc1ccc(F)cc1	-4[16.7 µM]	-19	0.1	-3	5	.	4	-1
C[C@H](CO)N1C[C@H](C)[C@@H](CN(C)Cc2cncnc2)Oc2cc(-c3ccccc3F)ccc2S1(=O)=O	31[16.7 µM]	-13	-3.8	3	37	.	-2	-40
O=C(NNC(=O)c1ccccc1O)c1ccc(Br)cc1	-2	2	-3.3	15	-2	0	3	16
O=C(O)c1ccc(NC(=O)C2CC=CCC2C(=O)O)cc1 (stereo not drawn)	-3	.	.	6	-10	.	10	3
Cc1ccc(C(=O)NCc2ccccc2CN2CCCC2)cc1S(=O)(=O)N1CCOCC1	-1	-4	0.9	0	3	7	0	-2
CCc1ccc(N2CC(C(=O)N3CCN(S(=O)(=O)c4cccc(F)c4)CC3)CC2=O)cc1 (stereo not drawn)	-5	-16	1.7	2	-1	0	2	10
Cc1cc(C)cc(NC(=O)Cn2c(=O)oc3cc(S(=O)(=O)N4CCC(C)CC4)ccc32)c1	-4	-10	1.3	7	-1	-1	3	2
C[C@@H]1CN([C@@H](C)CO)S(=O)(=O)c2ccc(C#C[C@@H](C)O)cc2O[C@@H]1CN(C)CC1CC1	4[16.7 µM]	12	-1.3	1	.	.	.	23
O=C(C[C@@H]1C=C[C@@H](NC(=O)C2CCC2)[C@@H](CO)O1)NCC1CC1	.	9	2.7	-2	2	-13	1	1
COc1ccc(C(=O)c2coc3c2C(=O)C(=O)c2ccccc2-3)cc1	-1	.	-2.1	-9	6	0	-4	.
CCOn1c(=O)c(=O)n(OCc2ccccc2)c2ccccc21	8	.	.	11	-4	.	-2	9
O=C(O)CN(c1ccccc1F)S(=O)(=O)c1ccccc1	48	.	.	.	0	2	-3	7
COc1ccc(N(C(=O)CCl)C(C(=O)NCCc2ccccc2)c2cccs2)cc1 (stereo not drawn)	-19	53*	-4.8	61*	2	25	5	-271
COc1ccccc1-c1ccc([C@@H]2[C@@H](CO)N3CCCCN(C(=O)CN4CCOCC4)C[C@H]23)cc1	9[16.7 µM]	11	1.3	3	0	.	-4	1
COc1ccc2c(c1)nc(CN1CCN(CCO)CC1)n2C	1	2	-3.9	5	1	-4	-1	10
CC(C)NC(=O)N(C)C[C@@H]1Oc2ccc(NC(=O)CCCN(C)C)cc2CC(=O)N([C@@H](C)CO)C[C@H]1C	1[16.7 µM]	6	-4.3	0	-1	.	1	-15
COc1cccc(-c2nnc(SCC(=O)OC(C)C)n2Cc2ccco2)c1	3	11	.	-8	-1	.	-1	12
Cc1ccc(S(=O)(=O)N(C)C[C@H]2Oc3c(cccc3N(C)C)C(=O)N([C@H](C)CO)C[C@@H]2C)cc1	13[16.7 µM]	-6	-4.0	-9	-6	-4	3	6
O=C(Nc1ccc2c(c1)C(=O)N(CC1CCCO1)C2=O)c1cccc(Br)c1 (stereo not drawn)	19	.	.	.	2	3	0	-17
C[C@@H]1CN([C@H](C)CO)C(=O)c2cc(NC(=O)Nc3ccccc3)ccc2O[C@@H](C)CCCCO[C@H]1CN(C)S(C)(=O)=O	-2[16.7 µM]	-27&-11	-1.8&0.5	2	54	-2&6	-2	.
Cc1cccc(-c2ccc(C3[C@@H]4CN(Cc5ccccc5)C[C@H]3N4)cc2)c1 (stereo partly drawn)	.	14	2.4	-4	.	-11	.	.
COc1ccc(C(=O)N2CCN(CCCc3ccccc3)CC2)cc1OC	2	-3	2.3	-1	5	5	-3	-7
COc1ccccc1NC(=O)N[C@H]1CC[C@@H](CC(=O)N[C@@H](C)c2ccccc2)O[C@H]1CO	.	4	0.5	-3	-9	2	-3	-11
CCCCNC(=O)c1onc(CSc2ccccc2C)c1C(=O)O	-1	.	8.3*	12	2	-4	7	1
CC(C)CN1CCN(C(=O)CCc2nnc(Cc3c[nH]c4ccccc34)o2)[C@@H](C)C1=O	0	3	1.2	-2	0	2	-2	-2
CCC(=O)Nc1ccc2c(c1)C(=O)N(C)C[C@@H](OC)[C@@H](C)CN(CCc1ccccc1)[C@@H](C)CO2	-3[16.7 µM]	13	2.7	4	4	-12	1	15
CCCCCC(=O)Nc1cccc(S(=O)(=O)NC2=NCCC2)c1	3	10	-2.5	3	-3	2	6	1
COc1cc(NC(=O)c2ccccc2-c2ccccc2)cc(OC)c1	10	2	-0.1	-5	5	3	-4	.
Cc1ccc(S(=O)(=O)Nc2ccc3c(c2)CC(=O)N([C@H](C)CO)C[C@H](C)[C@H](CN(C)Cc2ccc(Oc4ccccc4)cc2)O3)cc1	3[16.7 µM]	0	0.4	1	-11	.	1	-16
CS(=O)(=O)N(CC(=O)Nc1ccccc1C(=O)N1CCOCC1)c1ccc2c(c1)OCO2	-3	-1	.	-17	.	.	.	2
O=C(CSCc1ccccc1)NNC(=S)Nc1cccc(Cl)c1Cl	12	.	.	4	0	.	-2	-3

A different layout for some results above.
mol,miR-122 sensor,INS-1E GSIS act,F508del corr,PGC1a acetyl inh,Cneo AK release,FN deposition inh,PglD inh,Statin myotox sup
Cc1ccc(S(=O)(=O)N(C)C[C@H]2Oc3c(cccc3N(C)C)C(=O)N([C@H](C)CO)C[C@@H]2C)cc1,13[16.7 µM],-6,-4.0,-9,-6,-4,3,6
O=C(Nc1ccc2c(c1)C(=O)N(CC1CCCO1)C2=O)c1cccc(Br)c1 (stereo not drawn),19,.,.,.,2,3,0,-17
C[C@@H]1CN([C@H](C)CO)C(=O)c2cc(NC(=O)Nc3ccccc3)ccc2O[C@@H](C)CCCCO[C@H]1CN(C)S(C)(=O)=O,-2[16.7 µM],-27&-11,-1.8&0.5,2,54,-2&6,-2,.
Cc1cccc(-c2ccc(C3[C@@H]4CN(Cc5ccccc5)C[C@H]3N4)cc2)c1 (stereo partly drawn),.,14,2.4,-4,.,-11,.,.
COc1ccc(C(=O)N2CCN(CCCc3ccccc3)CC2)cc1OC,2,-3,2.3,-1,5,5,-3,-7
COc1ccccc1NC(=O)N[C@H]1CC[C@@H](CC(=O)N[C@@H](C)c2ccccc2)O[C@H]1CO,.,4,0.5,-3,-9,2,-3,-11
CCCCNC(=O)c1onc(CSc2ccccc2C)c1C(=O)O,-1,.,8.3*,12,2,-4,7,1
CC(C)CN1CCN(C(=O)CCc2nnc(Cc3c[nH]c4ccccc34)o2)[C@@H](C)C1=O,0,3,1.2,-2,0,2,-2,-2
CCC(=O)Nc1ccc2c(c1)C(=O)N(C)C[C@@H](OC)[C@@H](C)CN(CCc1ccccc1)[C@@H](C)CO2,-3[16.7 µM],13,2.7,4,4,-12,1,15
CCCCCC(=O)Nc1cccc(S(=O)(=O)NC2=NCCC2)c1,3,10,-2.5,3,-3,2,6,1
COc1cc(NC(=O)c2ccccc2-c2ccccc2)cc(OC)c1,10,2,-0.1,-5,5,3,-4,.
Cc1ccc(S(=O)(=O)Nc2ccc3c(c2)CC(=O)N([C@H](C)CO)C[C@H](C)[C@H](CN(C)Cc2ccc(Oc4ccccc4)cc2)O3)cc1,3[16.7 µM],0,0.4,1,-11,.,1,-16
CS(=O)(=O)N(CC(=O)Nc1ccccc1C(=O)N1CCOCC1)c1ccc2c(c1)OCO2,-3,-1,.,-17,.,.,.,2
O=C(CSCc1ccccc1)NNC(=S)Nc1cccc(Cl)c1Cl,12,.,.,4,0,.,-2,-3

Assay outcomes deposited in PubChem by Broad Institute.
